TDP1 cell CPT: qHTS for Inhibitors of human tyrosyl-DNA phosphodiesterase 1 (TDP1): qHTS in cells in presence of CPT; chicken DT40 Tdp1-/-;hTDP1 cells + 20 nM CPT, ATP luminescence, 48 h; Potency, µM (highest dose often 46.2 µM), inactives show top-dose activity change, negative = growth inhibition, most hits filed as inhibitors; hit rate 12% among 420,000; AID 686979, 2013; also: nearly all actives have a fitted effect of over 55% in size
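Cell growth measured by CellTiter-Glo luminescence after a minimum 48 h, 37 C compound exposure with 20 nM CPT in Tdp1-knockout DT40 cells stably expressing hTDP1, seeded 400/well; qHTS titration format.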
DT40 TDP1 no CPT: qHTS for Inhibitors of human tyrosyl-DNA phosphodiesterase 1 (TDP1): qHTS in cells in absence of CPT; AID 686978, 2013; DT40 Tdp1-/- hTDP1 cells, no CPT, ATP luminescence, 48 h; hit rate 15% among 420,000; Potency, µM (highest dose often 46.2 µM), for inactives: at the highest dose activity change, negative = growth inhibition, usual class: inhibitors; also: nearly all actives have a fitted effect of over 55% in size
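Growth of hTDP1-complemented DT40 Tdp1-knockout cells is measured by ATP luminescence after at least 48 hr compound exposure at 37 °C, with DMSO substituting for the 20 nM CPT used in the parallel screen.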
TDP1 block: qHTS Assay for Inhibitors of Tyrosyl-DNA Phosphodiesterase (TDP1). Tyrosyl-DNA phosphodiesterase 1 (Homo sapiens), Q9NUW8. recombinant TDP1, AlphaScreen DNA substrate cleavage. Potency, µM (titrated, usually from 130 µM), without a hit: at the highest dose activity change, negative = inhibition, hits mostly inhibitors. hit rate 0.28% among 350,000. AID 485290, 2010; also: nearly all actives have a fitted effect of over 40% in size
Target sequence (Q9NUW8 whole entry, looked up): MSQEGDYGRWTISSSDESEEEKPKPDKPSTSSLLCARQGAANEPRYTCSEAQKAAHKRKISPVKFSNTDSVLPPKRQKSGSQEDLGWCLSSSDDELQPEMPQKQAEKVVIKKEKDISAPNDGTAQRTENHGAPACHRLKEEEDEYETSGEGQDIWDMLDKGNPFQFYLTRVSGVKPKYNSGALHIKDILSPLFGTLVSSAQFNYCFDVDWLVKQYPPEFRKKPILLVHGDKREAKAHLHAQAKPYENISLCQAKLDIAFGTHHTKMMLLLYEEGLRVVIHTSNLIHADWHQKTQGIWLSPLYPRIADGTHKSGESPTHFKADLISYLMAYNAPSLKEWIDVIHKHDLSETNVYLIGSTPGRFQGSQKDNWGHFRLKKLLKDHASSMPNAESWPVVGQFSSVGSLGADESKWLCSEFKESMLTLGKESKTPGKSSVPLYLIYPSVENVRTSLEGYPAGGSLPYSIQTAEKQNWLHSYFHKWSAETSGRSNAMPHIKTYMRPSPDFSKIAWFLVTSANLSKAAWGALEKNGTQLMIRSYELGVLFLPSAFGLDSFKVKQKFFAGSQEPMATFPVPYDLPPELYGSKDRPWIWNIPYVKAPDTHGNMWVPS
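AlphaScreen read-out: signal falls as enzyme removes the 3' tyrosine-FITC from a 5'-biotinylated DNA oligo (15 nM, 5 min, RT). Enzyme was E. coli-made recombinant Tdp1 at 1 nM, exposed to compound for 15 min beforehand; beads 10 ug/ml, 10 min.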
Active calls of the source: *; ? = inconclusive; . = no result given; & = joins results of further samples; [ ] = remark or other dose. Calls follow the shape of the dose curve; as a rule, active = well fitted curve in the direction sought with a large enough effect; inconclusive = small, poorly fitted or top-dose-only effect, or another doubt; inactive = no such curve, though single readings can be large; an effect the other way counts as inactive or inconclusive. % is scaled to controls: 0 for no effect and ±100 for the full control effect; potency is read from the fitted curve at half-maximal effect. Hits appear at their usual frequency. About 18% of those tested had a hit in this group.

SMILES | TDP1 cell CPT | DT40 TDP1 no CPT | TDP1 block
C=CCn1c(-c2ccccc2)n[nH]c1=S | ? | ? | 0%
Cc1cccc(NC(=O)CSc2nc(-c3cccs3)nc3cc(=O)[nH]n23)c1 | 7% | -21% | -3%
O=C(c1ccco1)N1CCN(C(=S)Nc2cc(F)cc(F)c2)CC1 | -16% | -4% | 3%
COc1ccc(-c2cc(C)nc3c(-c4ccccc4)cnn23)cc1 | -14% | -7% | .
COC(=O)[C@H](C)NC(=O)NCc1ccc(S(N)(=O)=O)cc1 | -8% | -6% | 1%
O=C(c1ccccc1)N1CCC(CC2CC(c3cccc(Br)c3)=NO2)(C(=O)NCC2CCCCC2)CC1 (centres undefined) | ? | ? | .
CCOc1ccc(C2C=C(c3ccc(F)cc3)Nc3ncnn32)cc1 (centres undefined) | -21% | ? | 7%
Cc1ccc(-c2cc(-c3ccccc3Cl)c(C#N)c(N)n2)o1 | ? | ? | 7%
Cc1cccc(CSc2nc3nc(C)cc(C)n3n2)c1 | ? | -21% | .
OC(CN1CCN(c2ccccc2)CC1)Cn1c2ccccc2c2ccccc21 (centres undefined) | 18µM* | 13µM* | 0%
COc1ccc(S(=O)(=O)Nc2cc(C)on2)cc1NC(C)=O | 23% | 9% | 1%
O=C1C(=O)N(CCCc2ccccc2)c2ccccc21 | 2.1µM* | 1.6µM* | .
CC(C(=O)N=c1sc2ccccc2n1C)N1C(=O)C2CC=CCC2C1=O (centres undefined) | -21% | ? | 7%
CC(C)Nc1nc(-c2cccnc2)nc(-c2ccccc2)c1C#N | -10% | -4% | .
COc1cc(C=O)ccc1OCc1c(C)noc1C | 4% | 1% | 1%
OCC[C@H]1C[C@@H](O)[C@H](O)[C@@]2(CCCc3ccccc3O2)O1 | -22% | -32% | -3%
Cc1ccc(NC(=O)c2cc(-c3cccc(O)c3)on2)cc1C | ? | ? | 1%
CN(CC(CC(=O)O)c1ccccc1)S(=O)(=O)c1ccc(Br)cc1 (centres undefined) | -2% | 1% | 1%
N#Cc1ccc(C2=CC(=O)C[C@H](c3ccc4c(c3)OCO4)C2)cc1 | -26% | ? | 4%
CCNC(=S)NNC(=O)c1ccccc1OC(F)F | -5% | -4% | 8%
CCCn1c2ccccc2c2cnn(CC(=O)Nc3cccc(C(=O)OCC)c3)c(=O)c21 | -22% | -20% | 2%
NS(=O)(=O)c1ccc(CCNCc2cccnc2)cc1 | 0% | 0% | .
CC(C)C[C@@H](C(=O)NC1CC1)N1C(=O)N2CCc3c([nH]c4ccccc34)[C@@]2(C)C1=O | ? | ? | .
N#CC1(NC(=O)Cn2ncc(Cl)c(Cl)c2=O)CCCCC1 | 13µM* | 7.3µM* | .
Cc1ccc(S(=O)(=O)NC(CC(=O)O)c2ccccc2)cc1 (centres undefined) | -9% | 0% | 0%
COc1ccc(-c2[nH]ncc2N=Nc2cc(C)cc(C)c2)cc1 | 0.21µM* | 10µM* | 9%
C=CCn1cccc(C(=O)Nc2cc(OC)ccc2OC)c1=O | 14% | -13% | 12%
Nc1ncnc2c1ccn2[C@H]1CN(Cc2ccc3c(c2)OCO3)C[C@@H](CO)O1 | ? | 13µM* | .
C/C(=N\Nc1ccc(C(F)(F)F)cc1[N+](=O)[O-])C(C)C | -7% | -3% | 4%
O=C(NCC1CCCO1)NC12CC3CC(CC(C3)C1)C2 (centres undefined) | -12% | -7% | -1%

Part of the list above, set out differently.
Results follow in this order: TDP1 cell CPT | DT40 TDP1 no CPT | TDP1 block
C=CCn1cccc(C(=O)Nc2cc(OC)ccc2OC)c1=O
 : 14% | -13% | 12%
OC(CN1CCN(c2ccccc2)CC1)Cn1c2ccccc2c2ccccc21 (centres undefined)
 : 18µM* | 13µM* | 0%
CC(C)C[C@@H](C(=O)NC1CC1)N1C(=O)N2CCc3c([nH]c4ccccc34)[C@@]2(C)C1=O
 : ? | ? | .
CCNC(=S)NNC(=O)c1ccccc1OC(F)F
 : -5% | -4% | 8%
Cc1cccc(CSc2nc3nc(C)cc(C)n3n2)c1
 : ? | -21% | .
CC(C)Nc1nc(-c2cccnc2)nc(-c2ccccc2)c1C#N
 : -10% | -4% | .

Next compounds:
SMILES | TDP1 cell CPT | DT40 TDP1 no CPT | TDP1 block
CCOc1ccc(C2OCCC(C)O2)cc1OC (centres undefined) | 5% | -3% | .
Cc1ccc(S(=O)(=O)N2CCOC2CNC(=O)C(=O)NCc2ccccc2)cc1 (centres undefined) | -4% | -21% | 4%
O=S(=O)(c1ccc(-c2ccccc2)cc1)N1CCOCC1 | 4%&-21% | 8%&-6% | 0%&1%
Cc1ccc(-n2ncc3c(=O)n(CC(=O)N4CCN(c5ccccc5)CC4)cnc32)cc1 | -24% | -23% | 0%
CC(C)CN1CCN(Cc2ccc(CN3CCCCC3)s2)CC1CCO (centres undefined) | -2% | 1% | -3%
O=C(Nc1ccncc1)c1ccccc1Cl | -13% | ? | .
COc1cc(NC(=O)COC(=O)CNC(=O)c2cc(C)cc(C)c2)c(C)cc1[N+](=O)[O-] | 18% | -7% | 5%
CC(NC(=O)C1CCN(C(=O)c2cccs2)CC1)c1ccc(S(N)(=O)=O)cc1 (centres undefined) | 1% | 11% | 4%
C#CC(CCN1CCCCC1)(OC)c1ccccc1 (centres undefined) | 5% | -1% | .
CSCCC(NC(=O)c1ccco1)C(=O)N1CCCC(C(F)(F)F)C1 (centres undefined) | -7% | ? | 3%
CCOc1ccc2nc(NCCCNS(=O)(=O)c3ccc(F)cc3)c(C#N)cc2c1 | -24% | ? | .
C[C@H]1CN([C@@H](C)CO)S(=O)(=O)c2ccc(Br)cc2O[C@@H]1CN(C)Cc1cccc(F)c1 | 16µM* | 16µM* | .
COc1ccc(NC(=O)c2ccc(OC(F)F)cc2)cc1Cl | -1% | ? | 8%
COc1ccc(C(=O)NNC2=NS(=O)(=O)c3ccccc32)cc1OC | -2% | -17% | .
O=C(Cc1cccs1)Nc1cccc(C(=O)Nc2ccco2)c1 | -7% | ? | 5%
O=C(CN1C(=O)S/C(=C\c2ccc(O)c([N+](=O)[O-])c2)C1=O)Nc1ccc(N2CCOCC2)cc1 | 12% | -29% | 45µM*
O=C(N/N=C/c1ccc[nH]1)c1cccc([N+](=O)[O-])c1 | 12% | 3% | 1%
COC(=O)C1=C(N)Oc2cc(C)n(Cc3ccccc3)c(=O)c2C1c1ccccc1 (centres undefined) | -8% | 7% | 5%
N#Cc1ccccc1Oc1ccccc1C=O | ? | 16µM* | 5%
CN(CC(=O)NCCCc1ccccc1)Cc1ccc(Br)cc1 | ? | ? | .
CCOc1ccc(NC(=O)CC2C(=O)N(c3ccc(OC)cc3)C(=O)N2CCc2cccs2)cc1 (centres undefined) | -22% | ? | 0%
CCCNC(=O)CSc1nc2ccc(OCC)cc2s1 | -3% | -11% | 1%
O=C(Nc1ccc(N2CCOCC2)cc1)c1nc2ccccc2s1 | 1% | -8% | 6%
CCOc1cc(NC(=O)c2ccccn2)c(OCC)cc1NC(=O)c1ccccc1 | ? | 21µM* | 1%
Cc1ccc(C)c(NC(=O)N2CCc3cc(S(=O)(=O)N4CCC(C)CC4)ccc32)c1 | ? | ? | 0%
COc1ccc(OC)c(C2C3=C(CCCC3=O)Nc3c2c(=O)n(C)c(=O)n3C)c1 (centres undefined) | 0% | 3% | 7%
O=C(NCc1ccccc1Cl)c1cnc(N2CCCCC2)c2ccccc12 | 18µM* | ? | -3%
Cc1ccc(/C=C/c2ccc(=O)n(Cc3ccccc3Cl)n2)cc1 | 16µM* | 26µM* | .
CCOc1ccc(C2C(C(N)=O)=C(C)Nc3ncnn32)cc1OC (centres undefined) | 4% | 15% | .
O=C(COc1ccc([N+](=O)[O-])cc1)Nc1cc(C(=O)O)cc(C(=O)O)c1 | 2% | 12% | 0%

Compound profiles, from the list above:
`O=C(COc1ccc([N+](=O)[O-])cc1)Nc1cc(C(=O)O)cc(C(=O)O)c1` in the list: TDP1 cell CPT = 2%; DT40 TDP1 no CPT = 12%; TDP1 block = 0%
`CSCCC(NC(=O)c1ccco1)C(=O)N1CCCC(C(F)(F)F)C1` (centres undefined) in the list: TDP1 cell CPT = -7%; DT40 TDP1 no CPT = ?; TDP1 block = 3%

Remaining list, next part.
SMILES | TDP1 cell CPT | DT40 TDP1 no CPT | TDP1 block
CN(/N=C/c1cccnc1)C1=NS(=O)(=O)c2ccccc21 | -6% | -18% | -2%
CCOC(=O)N1CCC(Nc2ncnc3c2cnn3-c2ccccc2)CC1 | ? | 11µM* | 0%
COc1ccc(CCNC(=O)COC(=O)/C=C/c2cccs2)cc1 | 4% | -3% | 0%
CN(C)S(=O)(=O)c1cccc(NC(=O)COC(=O)/C=C/c2ccc3c(c2)OCO3)c1 | ? | ? | -3%
O=c1[nH]c(=O)n([C@@H]2O[C@H](CO)[C@@H](O)[C@H]2O)cc1Br | 3% | -24% | 8%[56.1 µM]
Cc1ccc(C)c(S(=O)(=O)N2CCN(CC(=O)Nc3sccc3C#N)CC2)c1 | 16µM* | 18µM* | 3%
CCN(c1ccccc1)S(=O)(=O)c1ccc(NC(=O)c2cc(=O)c3c(C)cc(C)cc3o2)cc1 | 2% | -17% | -1%
Cc1ccc(C)c(CNC(=O)CN2C(=O)CSc3ccc(S(=O)(=O)N(C)C)cc32)c1 | ? | ? | 5%
CCn1cc(CCC(=O)NC(C)c2ccccc2)c2ccccc21 (centres undefined) | -13% | -4% | .
CC(=O)N1CCN(C(=O)c2cccc(NS(=O)(=O)c3ccc(Br)cc3)c2)CC1 | 2% | -15% | .
CC1CC(C)CN(CCCNC(=O)COc2cc(=O)n(C)c3ccccc23)C1 (centres undefined) | -24% | ? | 3%[56.1 µM]
O=C(c1ccc(Cl)cc1)N1CCC(=O)N(C(CO)Cc2ccccc2)CC1 (centres undefined) | 5% | 8% | .
Cc1occc1C(=O)N/N=C/c1ccc(OCc2ccccc2)cc1 | ? | ? | -2%
CCOCCCN1C(=O)CN(C2CCCCCC2)C(=O)C1c1ccc(OC)cc1 (centres undefined) | 7.9µM* | ? | 2%
COc1ccc(C(C#N)N2CCCCC2)cc1OC (centres undefined) | 6% | 0% | -3%
CCC(C(=O)OCC(=O)N(C)c1c(N)n(Cc2ccccc2)c(=O)[nH]c1=O)c1ccccc1 (centres undefined) | 8% | -19% | -8%
NS(=O)(=O)c1ccc(N2C(=O)C3CC=CCC3C2=O)cc1 (centres undefined) | -3% | -5% | 56µM*
CC1(C)O[C@H]2[C@@H](O1)[C@@H](C(=O)Nc1ccccc1C(F)(F)F)O[C@@H]1OC(C)(C)O[C@@H]12 | ? | ? | 10%
CCOC(=O)C(NC(=O)c1cccc(Cl)c1)(Nc1nnc(C)s1)C(F)(F)F (centres undefined) | 13% | -8% | 3%
CC1CCCCN1C(=O)c1c([N+](=O)[O-])cnn1C (centres undefined) | -9% | -1% | 3%
COc1cccc(-c2nc3ccc([N+](=O)[O-])cc3o2)c1 | 0% | -26% | 0%
OCn1c2ccccc2c2ccccc21 | ? | ? | .
CCOc1cc(C2NN=C(c3ccccc3)S2)ccc1OCc1ccc(F)cc1 (centres undefined) | ? | ? | 1%
Cc1ccc(S(=O)(=O)N[C@H](C(=O)N2CCC(C(=O)N[C@@H](CC(=O)O)C(=O)O)CC2)C(C)C)cc1 | -7% | -5% | .
CCc1cc2c(SCC(=O)C(C#N)=C3N(C)c4ccccc4N3C)ncnc2s1 | ? | ? | 1%
Cc1ccc(OCC(=O)Nc2ccc(OCc3cc(=O)n4c(C)csc4n3)cc2)cc1C | 3% | -21% | 4%
Cc1nn(-c2ccccc2)c(N)c1C(c1ccccc1)c1c(C)nn(-c2ccccc2)c1N | ? | -26% | 7%
O=C(CCCN1C(=O)/C(=C\c2ccccc2)SC1=S)Nc1ccc(O)cc1 | ? | 15µM* | 4%
CCC(C(=O)N1CCN(c2cc(C)ccc2C)CC1)n1nc(C)n2c(cc3occc32)c1=O (centres undefined) | ? | ? | 10%
